Akt phos inh = Akt phosphorylation inhibition; Neuro2A IGF-stimulated pAkt S473 HTRF, 20 min; hits give low values; activity change, % for hits at 50 µM; 360,000 tested, 0.32% active; AID 651550; in the data active = activity change below about -80%; inconclusive = mostly about -51% to -80%; note: % is set by controls: 0 for no effect and ±100 for the full control effect
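Single-point screen (50 µM final compound) in Neuro2A cells stimulated 20 min with 6 nM IGF at 37 deg C. After lysis, Ser473-phosphorylated Akt read by HTRF (ex 330 nm, em 615/665 nm) as the 665/615 ratio.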
PTHR1 agonist = agonists of human PTHR1 parathyroid hormone receptor; HEK293 GP2 PTHR1 cells, GloSensor cAMP luminescence, 1 h; Potency, µM (series often up to 115 µM), inactives show top-dose activation, most hits filed as activators; 410,000 tested, 0.075% active; note: potency is the fitted concentration of half-maximal effect; nearly all actives have a fitted effect of over 55% in size; some results filed as inactive show a strong effect at the top dose; inactives centre near -15; many of its hits are not listed in these tables
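HEK-293-derived GP2 cells expressing PTHR1 and a GloSensor cAMP reporter, 3,000/well, plated overnight, given luciferin plus IBMX (each 0.5 mM as added) for 1 h at 37 °C, then compound for 1 h at 37 °C. Luminescence was read after 15 min at room temperature.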
DRD3 antagonist = antagonists of human D3 dopamine receptor; P35462; max response, negative = inhibition, %; D3R cells, DiscoveRx beta-arrestin luminescence, antagonist mode; hits give low values; 360,000 tested, 2.5% active; in the data active = max response below about -50%; inconclusive = no clear call, values can overlap the other calls; note: % is set by controls: 0 for no effect and ±100 for the full control effect; mostly tested at two doses, the higher about 12 µM
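Cells expressing the human receptor were seeded at 1500 cells/well, incubated overnight at 37 degrees C in 5% CO2, then exposed to library compounds with dopamine controls for 90 minutes at 37 degrees C before luminescent detection.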
CCT chaperon mod = modulators of cytosolic chaperonin (CCT/TRiC) activity. 360,000 tested, 0.3% active. purified chaperonin ATPase assay, HTRF ADP detection, 30 min. activity change, % (test concentration not listed), hits read low; in the data active = activity change below about -30%; note: % is set by controls: 0 for no effect and ±100 for the full control effect
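Nucleotide hydrolysis assay: TRiC at 20–40 nM final (set by batch activity) with 10 uM ATP, 30 min at 37 °C, in presence of 76 uM compound. Detection by competitive ADP HTRF, 30 min ambient.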
EPAC2 agonist = activates human EPAC2 exchange factor; AID 720711; 360,000 tested, 0.079% active; Potency, µM (doses to about 154 µM), for the others: at the top dose activation, usual class: activators; Q8WZA2; EPAC2 activation, biochemical qHTS; response scale: 100% = 6.5 mM cAMP response; note: potency is the fitted concentration of half-maximal effect; nearly all actives have a fitted effect of over 50% in size
Target sequence (Q8WZA2 whole entry, looked up): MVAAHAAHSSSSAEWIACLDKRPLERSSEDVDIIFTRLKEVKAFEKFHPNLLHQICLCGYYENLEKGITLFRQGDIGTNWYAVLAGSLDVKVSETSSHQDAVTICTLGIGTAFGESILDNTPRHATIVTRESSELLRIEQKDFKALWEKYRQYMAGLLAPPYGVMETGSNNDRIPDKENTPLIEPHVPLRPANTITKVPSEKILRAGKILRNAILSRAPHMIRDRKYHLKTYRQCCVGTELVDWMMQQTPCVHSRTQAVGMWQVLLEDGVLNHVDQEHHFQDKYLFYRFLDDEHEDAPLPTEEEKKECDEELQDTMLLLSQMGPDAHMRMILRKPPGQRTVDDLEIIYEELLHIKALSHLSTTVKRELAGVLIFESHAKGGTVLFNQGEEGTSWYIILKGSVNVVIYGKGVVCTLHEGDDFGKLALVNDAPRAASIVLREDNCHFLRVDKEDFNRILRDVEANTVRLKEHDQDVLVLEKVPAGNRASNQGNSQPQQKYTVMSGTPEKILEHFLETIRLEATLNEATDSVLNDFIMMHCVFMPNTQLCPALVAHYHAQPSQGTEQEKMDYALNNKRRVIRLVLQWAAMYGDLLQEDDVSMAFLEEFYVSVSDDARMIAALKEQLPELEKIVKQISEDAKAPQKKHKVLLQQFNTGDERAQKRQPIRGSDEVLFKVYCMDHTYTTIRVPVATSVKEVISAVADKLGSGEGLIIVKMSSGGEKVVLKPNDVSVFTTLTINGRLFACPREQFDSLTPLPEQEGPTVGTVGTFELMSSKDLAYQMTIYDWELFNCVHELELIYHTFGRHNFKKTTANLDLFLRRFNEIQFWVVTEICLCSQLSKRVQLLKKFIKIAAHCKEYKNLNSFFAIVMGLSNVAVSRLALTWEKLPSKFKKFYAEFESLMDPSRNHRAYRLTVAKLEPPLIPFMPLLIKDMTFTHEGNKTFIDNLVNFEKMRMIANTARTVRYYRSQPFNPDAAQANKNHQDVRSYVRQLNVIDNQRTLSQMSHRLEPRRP
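Nucleotide exchange monitored as fluorescence drop when BODIPY-GDP leaves Rap1B. Reaction: 100 nM EPAC2, 250 nM RAP1B-BODIPY-GDP, 50 uM GDP, room temperature, kinetic read over 30 min. Activity expressed relative to 6.5 mM cAMP.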
D3 ag = D3 dopamine receptor (human) agonism; P35462; D3R DiscoveRx beta-arrestin cells, luminescence, 90 min; max activation, %; 410,000 tested, 0.58% active; in the data active = max activation above about 30%; note: 0% is about no effect; mostly tested at two doses, the higher about 12 µM
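Cells at 1500/well, incubated overnight, then treated with pinned compounds (dopamine as control) for 90 min at 37 degrees C. DiscoveRx reagent added for 30 - 60 minutes at room temperature; luminescence read.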
EPAC2 antag = blocks human EPAC2 exchange factor; 360,000 tested, 0.18% active; Potency, µM (top dose mostly 114 µM), for inactives: at the top dose activity, negative = inhibition, usual class: inhibitors; EPAC2 GEF exchange of Rap1B-BODIPY-GDP, fluorescence; AID 720708; note: potency is the fitted concentration of half-maximal effect; % is set by controls: 0 for no effect and ±100 for the full control effect; nearly all actives have a fitted effect of over 45% in size; many of its hits are not listed in these tables
MmCpn inh = M. maripaludis TRiC chaperonin inhibition. Potency, µM (titrated, usually from 76.9 µM), inactives show at the top dose activity, negative = inhibition, usual class: inhibitors. purified Mm-Cpn ATPase, ADP Transcreener TR-FRET. AID 504842. 330,000 tested, 0.031% active; note: potency is the fitted concentration of half-maximal effect; % is set by controls: 0 for no effect and ±100 for the full control effect; nearly all actives have a fitted effect of over 80% in size
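ATPase read-out: TR-FRET ADP immunoassay (anti-ADP Eu cryptate vs ADP-d2), ex 320 nm, em 590/665 nm; signal drops as ADP forms. Enzyme 25 nM, ATP 10 uM, 30 min at 37°C after 10 min compound preincubation.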
* hit, by the source's call; i = inactive; ? = inconclusive; · = not tested or not shown; & = joins results of further samples; [ ] = dose if it differs, or a comment. Unless noted, calls come from the whole dose curve; as a rule, active = well fitted curve in the direction sought with a large enough effect; inconclusive = small, poorly fitted or top-dose-only effect, or another doubt; inactive = no such curve, though single readings can be large; an effect the other way counts as inactive or inconclusive.

Sample of the layout:
Key to letters – A = Akt phos inh; B = PTHR1 agonist; C = DRD3 antagonist; D = CCT chaperon mod; E = EPAC2 agonist; F = D3 ag; G = EPAC2 antag; H = MmCpn inh
(1) Cc1ccc(CSc2nc3c(c(=O)[nH]2)C(c2ccncc2)C2=C(CCCC2=O)N3)cc1 (stereo not drawn)
  A = i; B = i; C = 0; D = -2.9; E = 1%; F = -7; G = -4%; H = 1%

(2) COc1ccc(C2C(C(=O)/C=C/c3ccco3)=C(O)C(=O)N2CCN2CCOCC2)cc1OC (stereo not drawn)
  A = i; B = -19%; C = -22; D = -0.5; E = -7%; F = -12; G = 21%; H = 0%

(3) COCCN1C(=O)CCC1(C)C(=O)NC1CCCC1 (stereo not drawn)
  A = i; B = 11%; C = 0; D = -0.9; E = -17%; F = -11; G = -26%; H = ·

Results (from the top)
Key to letters – A = Akt phos inh; B = PTHR1 agonist; C = DRD3 antagonist; D = CCT chaperon mod; E = EPAC2 agonist; F = D3 ag; G = EPAC2 antag; H = MmCpn inh
(1) Cc1ccc(CSc2nc3c(c(=O)[nH]2)C(c2ccncc2)C2=C(CCCC2=O)N3)cc1 (stereo not drawn)
  A = i; B = i; C = 0; D = -2.9; E = 1%; F = -7; G = -4%; H = 1%

(2) COc1ccc(C2C(C(=O)/C=C/c3ccco3)=C(O)C(=O)N2CCN2CCOCC2)cc1OC (stereo not drawn)
  A = i; B = -19%; C = -22; D = -0.5; E = -7%; F = -12; G = 21%; H = 0%

(3) COCCN1C(=O)CCC1(C)C(=O)NC1CCCC1 (stereo not drawn)
  A = i; B = 11%; C = 0; D = -0.9; E = -17%; F = -11; G = -26%; H = ·

(4) O=[N+]([O-])c1ccc(COP(=O)(O)OCc2ccc([N+](=O)[O-])cc2)cc1
  A = i; B = -24%; C = 1&5; D = 1.7&2.2; E = -2%&6%; F = 0&7; G = 0%&-8%; H = ·

(5) Cc1cc(C)nc(N2CCCC(C(=O)Nc3ccc4c(c3)OCCO4)C2)n1 (stereo not drawn)
  A = ·; B = i; C = 5; D = -1.1; E = 3%; F = 6; G = -3%; H = -1%

(6) CC(=O)O/N=C(/c1nonc1N)N1CCN(c2ccc([N+](=O)[O-])cc2Cl)CC1
  A = i; B = -9%; C = -16; D = -0.6; E = -1%; F = -10; G = -2%; H = 0%

(7) CCCn1c(SCC(=O)N(CC)c2c(N)n(Cc3ccccc3)c(=O)[nH]c2=O)nnc1-c1ccncc1
  A = i; B = -10%; C = -26; D = 0.7; E = 1%; F = -7; G = 17%; H = ·

(8) O=C(CCNC(=O)c1ccccc1)Nc1nc2ccccc2s1
  A = i; B = -27%; C = -1; D = -3.1; E = 5%; F = 1; G = 0%; H = 0%

(9) CCCCn1c(=N)n(CC(O)COc2ccccc2)c2ccccc21 (stereo not drawn)
  A = i; B = -14%; C = 57; D = -0.7; E = -2%; F = 0; G = 6%; H = 1%

(10) CN(C)c1ccc(-c2ccc([C@H]3[C@@H]4C=CCC[C@@]4(C)C(=O)N3Cc3ccccc3)c(F)c2)cc1
  A = i; B = 0%; C = -2; D = -1.2; E = 13%; F = 4; G = 12%; H = -8%

(11) N=C1C(c2nc3ccccc3s2)=C(O)CN1c1ccccc1
  A = i; B = i; C = 8; D = 0.1; E = 0%; F = 2; G = 3%; H = 1%

(12) CN1CCCN(C(=O)c2cccc(Cl)c2)CC1
  A = i; B = i; C = 3; D = -1.0; E = -3%; F = -15; G = -6%; H = 0%

(13) CCCCN1C(N)=NC[C@@H]1CC1CCCCC1
  A = i; B = 29%; C = 0; D = -3.6; E = -5%; F = -1; G = 11%; H = ·

(14) COc1ccccc1Nc1cc2cc(Br)ccc2c(=O)[nH]1
  A = i; B = -15%; C = -8; D = -0.6; E = 13%; F = 3; G = -3%; H = ·

(15) CCOC(=O)C1CN(S(=O)(=O)c2ccc(C)cc2)c2ccccc2O1 (stereo not drawn)
  A = i; B = i; C = 0; D = 1.3; E = 7%; F = 5; G = ?; H = -1%

(16) COc1ccc(NC(=O)N(C)[C@H]2C[C@H]3c4[nH]c5ccccc5c4CCN3C(=O)[C@H]2[C@H](C)O)cc1
  A = i; B = -15%; C = -8; D = -1.1; E = ?; F = -8; G = -9%; H = ·

(17) Cc1ccc(C(=O)NN2CC(O)=C(c3nc(-c4cccc([N+](=O)[O-])c4)cs3)C2=N)cc1
  A = i; B = -40%[inhibitor]; C = -9; D = 0.7; E = 4%; F = -7; G = -12%; H = -4%

(18) Cc1ccc(OCC(=O)Nc2cccc(O)c2)cc1C
  A = i; B = -8%[57.5 µM]; C = 7; D = -1.9; E = 10%; F = 1; G = -4%; H = 0%

(19) Cc1ccc(NC(=O)CCNC(=O)c2ccco2)cc1Cl
  A = i; B = i; C = -9; D = -1.9; E = 5%; F = -3; G = -8%; H = -3%

(20) CCC1(C)Cc2[nH]c(=O)c(C#N)cc2CO1 (stereo not drawn)
  A = i; B = -3%; C = 2; D = 0.3; E = 4%; F = 12; G = ?; H = -3%

(21) COc1cc(OC)cc(C(=O)NCC(=O)OCc2csc(-c3ccccc3)n2)c1
  A = i; B = -15%; C = -15; D = -2.2; E = 11%; F = -7; G = -1%; H = -13%

(22) Cc1ccc(C(C(=O)NC(C)(C)C)N(C(=O)c2csnn2)c2cccc(F)c2)o1 (stereo not drawn)
  A = i; B = i; C = -9; D = -2.0; E = -7%; F = 3; G = 12%; H = 0%

(23) COC(=O)C1=C(N)OC2=C(C(=O)CCC2)C1c1ccc2c(c1)OCO2 (stereo not drawn)
  A = i; B = -1%; C = 5; D = -0.3; E = 7%; F = 1; G = -2%; H = -7%

(24) Cc1ccc(NC(=O)NC(=O)CN2CCCC2c2ccc3c(c2)OCCO3)cc1C (stereo not drawn)
  A = i; B = -14%; C = 14; D = -3.0; E = 14%; F = 1; G = 3%; H = 2%

(25) CCN(CC)CCCNC(=O)c1cc2c(=O)[nH]c3ccc(C)cc3c2s1
  A = i; B = i; C = -89*; D = -1.9; E = 2%; F = -2; G = -6%; H = 0%

(26) O=C1NCCC/C1=N/Nc1cc(F)ccc1F
  A = i; B = -26%; C = 9; D = 0.4; E = 1%; F = -3; G = -8%; H = 1%

(27) Oc1ccc(NC(=S)Nc2ccc(F)cc2)cc1
  A = i; B = -27%; C = -13; D = -0.9; E = -3%; F = 1; G = 3%; H = 2%

(28) Cc1cccc(OCC(=O)Nc2nc(-c3ccncc3)cs2)c1
  A = i; B = -34%[inhibitor]; C = -12; D = -0.3; E = 2%; F = 1; G = -4%; H = ?

(29) CCc1ccccc1-n1ncc(C(=O)Nc2ccc(OC)cc2)c1C
  A = i; B = -80%[inhibitor]; C = 0; D = -2.2; E = 7%; F = 4; G = -17%; H = ·

(30) CCOC(=O)C(=NC(C)CC)NNc1ccc(Br)cc1 (stereo not drawn)
  A = i; B = -18%; C = -13; D = -2.7; E = 7%; F = -6; G = -22%; H = -14%

(31) N#Cc1cc([N+](=O)[O-])ccc1Oc1cccc(/C=N/NC(=O)c2ccc(Cl)cc2)c1
  A = i; B = -21%; C = 6; D = -2.6; E = 4%; F = -4; G = 12%; H = -3%

(32) CC1C(=O)N(Cc2ccccc2)c2ccccc2N1C(=O)c1ccccc1 (stereo not drawn)
  A = i; B = -31%; C = 4; D = -0.3; E = 9%; F = -6; G = -7%; H = -1%

(33) O=CN1N=C(c2ccccc2)CC1c1ccc(Cl)cc1 (stereo not drawn)
  A = i; B = -68%[inhibitor]; C = ?; D = -1.2; E = 10%; F = -9; G = -9%; H = 2%

(34) OC(CNCc1ccccc1Cl)COc1ccc(F)cc1 (stereo not drawn)
  A = i; B = -3%; C = ?; D = -1.2; E = 15%; F = -21; G = -3%; H = 0%

(35) CCOC(=O)C1CCCN(CCCc2ccccc2)C1 (stereo not drawn)
  A = i; B = -3%; C = -65*; D = -0.3&3.1; E = 4%&6%; F = -16&-78; G = -1%&2%; H = -1%&1%

(36) Cc1ccc(NC(=S)NNC(=O)c2cccc([N+](=O)[O-])c2)cc1Cl
  A = i; B = -53%[inhibitor]; C = ?; D = 0.6; E = -3%; F = -26; G = -5%; H = 4%

(37) CCOC(=O)NC(NC(=S)Nc1ccccc1OC)C(Cl)(Cl)Cl (stereo not drawn)
  A = i; B = -38%[inhibitor]; C = -26; D = 0.4; E = 3%; F = -7; G = -13%; H = 0%

(38) O=C(CCOc1ccccc1)Nc1ccc(S(=O)(=O)N2CCCC2)cc1
  A = i; B = -22%[57.5 µM]; C = ?; D = -5.4; E = ?; F = 5; G = -10%; H = 0%

(39) O=C(CN1CCN(c2ccc(Cl)cc2)CC1)c1ccccc1
  A = i; B = i; C = ?; D = -0.9; E = 0%; F = -3; G = 8%; H = 0%

(40) Nc1nc(N)c2sc3nc4c(cc3c2n1)CCC4
  A = i; B = -7%; C = 17; D = -2.3; E = 6%; F = -13; G = -7%; H = -4%

(41) CCCCN1CC(=O)N2[C@H](c3ccc(Cl)cc3)[C@@H]3C(=O)N(CC)C(=O)[C@@H]3[C@]2(C)C1=O
  A = i; B = -17%; C = -8; D = -0.2; E = 6%; F = 0; G = 17%; H = 2%

(42) Cc1cccc(C(CC(=O)O)NC(=O)C(F)(F)F)c1 (stereo not drawn)
  A = i; B = -21%; C = 4; D = -2.4; E = -9%; F = 4; G = -6%; H = 0%

(43) COc1cc(Nc2ccc(C)cc2)c([N+](=O)[O-])nc1[N+](=O)[O-]
  A = i; B = -9%[57.5 µM]; C = -16; D = -0.3; E = 2%; F = -10; G = 6%; H = 0%

(44) Cc1c(CCO)c(=O)[nH]n1C(=O)c1c(F)cccc1F
  A = i; B = -6%[57.5 µM]; C = 12; D = -0.8; E = 4%; F = -2; G = -2%; H = 1%

Some entries already given with just D3 ag, PTHR1 agonist and CCT chaperon mod:
cpd	Structure	D3 ag	PTHR1 agonist	CCT chaperon mod
31	N#Cc1cc([N+](=O)[O-])ccc1Oc1cccc(/C=N/NC(=O)c2ccc(Cl)cc2)c1	-4	-21%	-2.6
43	COc1cc(Nc2ccc(C)cc2)c([N+](=O)[O-])nc1[N+](=O)[O-]	-10	-9%[57.5 µM]	-0.3
35	CCOC(=O)C1CCCN(CCCc2ccccc2)C1 (stereo not drawn)	-16&-78	-3%	-0.3&3.1

Some of the compounds tested; the hit share may differ from the screen's.
